Compound activity from PubChem.
NS5 inhibitors: Dengue-2 NS5 methyltransferase inhibitors, primary screen, biochemical, confirmation dose response (AID 588689) | inhibition, % at 25 µM, or IC50 in µM where a hit was titrated | 340,000 compounds, 0.3% hits | Dengue-2 NS5 methyltransferase capping enzyme assay, biochemical; higher % means a stronger effect; in the data active means a potency from the dose series
MgcRacGAP inhibition: MgcRacGAP GTPase-activating activity inhibitors, confirmation, biochemical, ADP Hunter fluorescence | inhibition, % at 30 µM, or IC50 in µM where a hit was titrated | 340,000 compounds, 0.6% hits | MgcRacGAP-stimulated Rac1 GTP hydrolysis, ADP Hunter fluorescence; higher % means a stronger effect; GST-tagged Rac1 F28L mutant substrate | AID 624330;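 active means first-screen hits whose inhibition reached a set limit at any dose in the follow-up dose series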;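 further: fluorescence reports GDP produced by GAP-driven GTP hydrolysis; strong numbers were not always called active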
* = called active by the depositor. These rows are one share of the data, so the mix of outcomes need not match the whole.

Order of results – NS5 inhibitors | MgcRacGAP inhibition
COc1ccc([C@H]2C[C@H](O)[C@@H](n3cc(-c4ccc(F)cc4)nn3)CN2Cc2cccs2)cc1
  1% | 0%
Cc1nc2ccccn2c(=O)c1NC(=O)c1ccc2c(c1)OCO2
  -2% | 6%
COc1ccc(NC(=O)CSc2nnnn2C2CCCC2)cc1S(=O)(=O)N1CCOCC1
  7% | 11%
CCn1c(C)cc(C(=O)CSc2nnc(C3CC3)n2C2CC2)c1C
  8% | 16%
Cc1ccc(S(=O)(=O)N(C)C[C@H]2Oc3cc(C#Cc4ccccc4)ccc3S(=O)(=O)N([C@H](C)CO)C[C@@H]2C)cc1
  -6% | 14%
COCCCN1C(=O)C(CC(=O)NC(c2ccccc2)c2ccccc2)CC(C(=O)N(C)C)=C1C (stereo unspecified)
  4% | 2%
C[C@@H](NC(=O)c1[nH]cnc1C(=O)Nc1ccccc1F)c1ccccc1
  8% | 12%
CN(CC(=O)Nc1ccc(F)cc1)C(=O)CN1C(=O)NC(CCc2ccccc2)C1=O (stereo unspecified)
  -8% | 1%
Cc1ccsc1C(=O)OCC(=O)NC1CCCCC1
  -2% | -3%
COc1ccc([C@H]2C[C@@H](O)[C@H](n3cc(C4CC4)nn3)CN2Cc2cccs2)cc1
  -1% | 2%
Cc1cc(NS(=O)(=O)c2ccc(NC(=O)c3ccc(Cl)nc3)cc2)nc(C)n1
  2% | 3%
CC(OC(=O)/C=C/c1ccco1)C(=O)NC1CCCCC1 (stereo unspecified)
  -1% | 5%
O=C(Nc1nccs1)c1cnc2sccn2c1=O
  3% | 21%
CS(=O)(=O)c1cc(C(=O)O)cc(NCc2ccccc2)c1Oc1ccccc1
  4% | 5%
CC(C)NC(=O)N(C)C[C@H]1OCCCC[C@H](C)Oc2ccc(NC(=O)NC3CCCCC3)cc2C(=O)N([C@H](C)CO)C[C@@H]1C
  -3% | 15%
CNC[C@@H]1OCc2ccccc2-c2ccccc2C(=O)N([C@@H](C)CO)C[C@@H]1C
  -1% | 15%
CN1OC[C@@H]2CN(C(=O)c3ccco3)[C@H](c3ccc(-c4ccc(C#N)cc4)cc3)C[C@@H]21
  -2% | 11%
CN1C(=O)N(CC(=O)c2ccc3c(c2)OCO3)C(=O)C12CCCCC2
  1% | 6%
CCOc1cc(CN2CCC(N3CCC(C(=O)NC4CC4)CC3)CC2)ccc1O
  3% | 18%
CCN1CCN(c2sc(S(=O)(=O)CC)nc2S(=O)(=O)c2ccc(Cl)cc2)CC1
  3% | 14%
COc1ccc(S(=O)(=O)N(C)C)cc1NC(=O)COC(=O)c1n[nH]c2ccccc12
  -1% | 3%
O=c1c2ccccc2sn1-c1ccc(Cl)cc1Cl
  -59% | 32µM*
CCOC(=O)c1ccc(S(=O)(=O)N2CCC(C(=O)NCC3COc4ccccc4O3)CC2)cc1 (stereo unspecified)
  -2% | 15%
CC(=O)N1CCOc2ccc(S(=O)(=O)N3CCC(C(=O)NCc4ccc(Cl)cc4)CC3)cc21
  1% | 20%
O=C(OCc1cn([C@@H]2CN(Cc3cccs3)[C@@H](c3ccccc3)C[C@H]2O)nn1)c1ccccc1
  4% | 14%
CC1CCC(NC(=O)C(NS(=O)(=O)c2ccc(Br)cc2)C(C)C)CC1 (stereo unspecified)
  -8% | 7%
O=C(CN1CCN(C(=O)CNC(=O)c2ccc(N3CCCC3=O)cc2)CC1)Nc1cccc(F)c1
  -5% | -2%
Cc1ccccc1NS(=O)(=O)c1ccc(C(=O)NCc2ccccc2CN2CCCC2)cc1
  -3% | -7%
Cc1sc(NC(=O)C2CC(=O)N(Cc3ccco3)C2)nc1-c1ccccc1 (stereo unspecified)
  -3% | 12%
CCc1ccccc1NC(=O)CNC(=O)CCC(=O)c1cc(C)sc1C
  5% | 6%
O=C(COC(=O)/C=C/c1cccc(Br)c1)Nc1ccc(Cl)cn1
  -7% | 12%
O=S(=O)(NN=C(c1ccccc1)c1ccccc1)c1ccccc1
  -5% | 8%
CC#CCN(Cc1ccco1)C(=O)C1CCC(=O)N(CCc2cccc(F)c2)C1 (stereo unspecified)
  -1% | 14%
C=CCn1c2ccccc2c2nnc(SCC(=O)OC)nc21
  -4% | 13%
COC(=O)C[C@@H]1C[C@H]2c3cc(NC(=O)Nc4ccccc4F)ccc3O[C@H]2[C@H](CO)O1
  -10% | 15%
C[C@H](CO)N1C[C@H](C)[C@@H](CN(C)C(=O)Cc2ccccc2)OCc2cnnn2CCCC1=O
  -2% | 4%
CC1NC(=O)COC1c1ccccc1 (stereo unspecified)
  -1% | 12%
COc1ccc(NC(=O)C[C@H]2C(=O)N(c3ccccc3)C[C@@H]2CSC)cc1
  -8% | 15%
Cc1ccnc2nc(C(=O)OCC(=O)N(C)C3CCCCC3)nn12
  -2% | 10%
CC(C)C1C(=O)N(Cc2cn(Cc3ccco3)nn2)CCS(=O)(=O)N1Cc1ccc(-c2cccc(N(C)C)c2)cc1 (stereo unspecified)
  2% | -5%
C/C(=N/NS(=O)(=O)c1ccc(Br)cc1)c1cccc(NC(=O)C2CC2)c1
  4% | 16%
CN1C(=O)[C@H]2[C@@H](c3ccc(C(F)(F)F)cc3)N[C@]3(CCCN(Cc4ccc(Cl)cc4)C3=O)[C@H]2C1=O
  -6% | 15%
Cc1cc2c(Nc3ccccc3O)ncnc2s1
  1% | 3%
CS(=O)CC(O)(c1ccc(F)cc1)C1CC1 (stereo unspecified)
  -1% | 3%
O=C(CN1C(=O)NC2(CCCCCC2)C1=O)Nc1ccc(OC(F)(F)F)cc1
  3% | 9%
COCOCCn1cc(CN2CCS(=O)(=O)N(Cc3ccc(-c4ccc(OC)cc4)cc3)C(C)C2=O)nn1 (stereo unspecified)
  5% | 7%
c1ccc2c(c1)nnn2Cn1nnc2ccccc21
  -6% | 2%
COc1ccc2nc3n(c(=O)c2c1)-c1cc2ccccc2cc1C(=O)NC3Cc1ccccc1 (stereo unspecified)
  -4% | 6%
C1=CCN(c2nc(N3CCOCC3)nc(N3CCCc4ccccc43)n2)CC1
  3% | 3%
CC(C)C1C(=O)N(Cc2cn(CCC3OCCO3)nn2)CCS(=O)(=O)N1Cc1ccc(-c2ccc(F)cc2)cc1 (stereo unspecified)
  -2% | 6%
CCN(CC(=O)Nc1c(F)cccc1F)C(=O)c1c(-c2ccccc2Cl)noc1C
  0% | 5%
CC1(C)CC(=O)C=C(c2cccc(OC(=O)c3ccc(-c4ccccc4)cc3)c2)C1=O
  -5% | 12%
O=C(C[C@H]1C[C@H]2c3cc(NS(=O)(=O)c4ccc(F)cc4)ccc3O[C@H]2[C@H](CO)O1)NCc1cc(F)ccc1F
  -6% | 15%
Cc1ccc(S(=O)(=O)N2CCC(C(=O)N3CCN(c4ccccn4)CC3)CC2)cc1C
  -3% | -9%
C[C@H](CO)N1C[C@H](C)[C@H](CN(C)C(=O)CCC(F)(F)F)OCc2cnnn2CCCC1=O
  1% | 6%
CCOc1ccc(N(CC(=O)Nc2ccc(Cl)cc2)S(C)(=O)=O)cc1
  3% | 9%
CNC(=O)C[C@H]1C(=O)N(c2ccc(OC)cc2)C[C@@H]1CSC
  2% | 16%
Cc1ccc(S(=O)(=O)N2C[C@H]3n4c(=O)ccc(=O)n4C[C@H](OC(=O)NC4CC4)[C@@]3(O)C2)cc1
  -1% | 14%
O=C(CSc1nc2[nH]ncc2c(=O)[nH]1)Nc1cc(C(F)(F)F)ccc1Cl
  1% | 10%
O=C(COC(=O)c1ccc2c(c1)OCCO2)Nc1ccccc1C(F)(F)F
  3% | 12%

Record cards (already shown):
C[C@H](CO)N1C[C@H](C)[C@H](CN(C)C(=O)CCC(F)(F)F)OCc2cnnn2CCCC1=O in the list: NS5 inhibitors = 1%; MgcRacGAP inhibition = 6%
CC1(C)CC(=O)C=C(c2cccc(OC(=O)c3ccc(-c4ccccc4)cc3)c2)C1=O in the list: NS5 inhibitors = -5%; MgcRacGAP inhibition = 12%

Later entries.
Order of results – NS5 inhibitors | MgcRacGAP inhibition
C[C@H](CO)N1C[C@H](C)[C@H](CN(C)S(=O)(=O)c2cccs2)OCc2cnnn2CCCC1=O
  -7% | 3%
C[C@@H]1CCCCO[C@H](CN(C)Cc2ccccc2)[C@@H](C)CN([C@H](C)CO)C(=O)c2cc(NC(=O)c3ccccc3)ccc2O1
  -8% | 8%
Cc1ccc(S(=O)(=O)N2CCC(C(=O)NCCN3CCOCC3)CC2)cc1
  3% | 16%
Cc1cccnc1NC(=O)Nc1cccc(F)c1
  10% | 4%
CC1=C(C(=O)N(C(C)C)C(C)C)CC(CC(=O)NCCc2ccccn2)C(=O)N1Cc1ccccc1 (stereo unspecified)
  -2% | 15%
O=C(CS(=O)(=O)c1ccc(Cl)cc1)Nc1nccs1
  -8% | 7%
Cc1ccc([C@H]2C[C@H](n3cc(C4CC4)nn3)[C@@H](O)CN2CC2CCCCC2)cc1
  -7% | 5%
CC1CCN(C(=O)c2ccc3c(c2)C(=O)c2ccccc2-3)CC1
  -3% | 11%
CSc1ncnc2c1ncn2CCCNCc1ccc2c(c1)OCO2
  5% | 13%
CC(=O)Nc1ccc2c3c(ccc([N+](=O)[O-])c13)CC2
  11% | 6%
O=C(Cc1c[nH]c2ccccc12)N1CCN(S(=O)(=O)c2ccc(F)cc2)CC1
  3% | 21%
Cc1c(NC(=O)c2nn(C(C)C)c(=O)c3ccccc23)c(=O)n(-c2ccccc2)n1C
  -10% | 9%
O=C(OCC(=O)N1CCCCCC1)c1cccc(Cl)c1Cl
  5% | 7%
CCC1NC(=O)c2cccnc2-n2c1nc1cc(OC)c(OC)cc1c2=O (stereo unspecified)
  2% | 11%
COc1ccc(CCNC(=O)c2c(O)c3cc(OC)c(OC)cc3[nH]c2=O)cc1OC
  -3% | 15%
C/C(=N\NC(=O)c1nnn(-c2nonc2N)c1CN1CCC(C)CC1)c1ccc(Br)cc1
  -1% | 2%
COc1ccc(NC(=O)c2c(C)noc2C)cc1S(=O)(=O)N1CCCCC1
  -5% | 5%
Cn1nnnc1SCCNC(=O)C1CCC(=O)N(Cc2cccc(C(F)(F)F)c2)C1 (stereo unspecified)
  0% | -2%
CC1(C)N=C(N)N=C(N)N1c1cccc(CC(=O)Nc2ccccc2)c1
  -7% | 7%
O=C(Nc1cccc2ccccc12)NC1CC1
  2% | 5%

For reference, 23 of the compounds above:
Order of results – NS5 inhibitors | MgcRacGAP inhibition
Cc1ccc(S(=O)(=O)N2C[C@H]3n4c(=O)ccc(=O)n4C[C@H](OC(=O)NC4CC4)[C@@]3(O)C2)cc1
  -1% | 14%
O=C(CSc1nc2[nH]ncc2c(=O)[nH]1)Nc1cc(C(F)(F)F)ccc1Cl
  1% | 10%
O=C(COC(=O)c1ccc2c(c1)OCCO2)Nc1ccccc1C(F)(F)F
  3% | 12%
C[C@H](CO)N1C[C@H](C)[C@H](CN(C)S(=O)(=O)c2cccs2)OCc2cnnn2CCCC1=O
  -7% | 3%
C[C@@H]1CCCCO[C@H](CN(C)Cc2ccccc2)[C@@H](C)CN([C@H](C)CO)C(=O)c2cc(NC(=O)c3ccccc3)ccc2O1
  -8% | 8%
Cc1ccc(S(=O)(=O)N2CCC(C(=O)NCCN3CCOCC3)CC2)cc1
  3% | 16%
Cc1cccnc1NC(=O)Nc1cccc(F)c1
  10% | 4%
CC1=C(C(=O)N(C(C)C)C(C)C)CC(CC(=O)NCCc2ccccn2)C(=O)N1Cc1ccccc1 (stereo unspecified)
  -2% | 15%
O=C(CS(=O)(=O)c1ccc(Cl)cc1)Nc1nccs1
  -8% | 7%
Cc1ccc([C@H]2C[C@H](n3cc(C4CC4)nn3)[C@@H](O)CN2CC2CCCCC2)cc1
  -7% | 5%
CC1CCN(C(=O)c2ccc3c(c2)C(=O)c2ccccc2-3)CC1
  -3% | 11%
CSc1ncnc2c1ncn2CCCNCc1ccc2c(c1)OCO2
  5% | 13%
CC(=O)Nc1ccc2c3c(ccc([N+](=O)[O-])c13)CC2
  11% | 6%
O=C(Cc1c[nH]c2ccccc12)N1CCN(S(=O)(=O)c2ccc(F)cc2)CC1
  3% | 21%
Cc1c(NC(=O)c2nn(C(C)C)c(=O)c3ccccc23)c(=O)n(-c2ccccc2)n1C
  -10% | 9%
O=C(OCC(=O)N1CCCCCC1)c1cccc(Cl)c1Cl
  5% | 7%
CCC1NC(=O)c2cccnc2-n2c1nc1cc(OC)c(OC)cc1c2=O (stereo unspecified)
  2% | 11%
COc1ccc(CCNC(=O)c2c(O)c3cc(OC)c(OC)cc3[nH]c2=O)cc1OC
  -3% | 15%
C/C(=N\NC(=O)c1nnn(-c2nonc2N)c1CN1CCC(C)CC1)c1ccc(Br)cc1
  -1% | 2%
COc1ccc(NC(=O)c2c(C)noc2C)cc1S(=O)(=O)N1CCCCC1
  -5% | 5%
Cn1nnnc1SCCNC(=O)C1CCC(=O)N(Cc2cccc(C(F)(F)F)c2)C1 (stereo unspecified)
  0% | -2%
CC1(C)N=C(N)N=C(N)N1c1cccc(CC(=O)Nc2ccccc2)c1
  -7% | 7%
O=C(Nc1cccc2ccccc12)NC1CC1
  2% | 5%
